Source: PubChem BioAssay
WT yeast gro inh – growth inhibition of WT yeast, mitochondrial fusion screen; mitochondrial fusion phenotypic screen, WT strain; inhibition, % at 10 µM; actives 2.1% (n = 190,000); AID 1362; in the data active = inhibition above about 58%; tested in S. cerevisiae
GPR35 antagonists – inhibition of zaprinast-stimulated GPR35 beta-arrestin translocation – imaging, U2OS, beta-arrestin-GFP, zaprinast agonist, primary screen (AID 2058); U2OS GPR35 beta-arrestin-GFP translocation imaging, zaprinast antagonism; higher % means a stronger effect; inhibition, % at 10 µM, or IC50 in µM where a hit was titrated; actives 0.052% (n = 290,000);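 active = inhibition of at least 50% with at least 30 cells and total cytoplasm GFP at most 10,000,000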
LYP inhibition – inhibitors of LYP phosphatase, biochemical, fluorescence intensity, uHTS (AID 1779); actives 0.054% (n = 290,000); recombinant LYP phosphatase, fluorescence intensity; higher % means a stronger effect; one-dose inhibition, % at 11.5 µM; IC50 in µM for titrated hits; in the data active = inhibition above about 50%;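 note: plate controls were vehicle with enzyme for no effect and no enzyme for full effect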
K1F lysis inhibition – inhibition of K1F phage lysis, E. coli UTI89, bacterial capsule biogenesis inhibitors, alamar blue (AID 488966); actives 0.02% (n = 340,000); one-dose inhibition, % at 100 µM; IC50 in µM for titrated hits; E. coli UTI89 K1F phage lysis, alamar blue, 2 h; higher % means a stronger effect;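 active = phage lysis inhibition, versus mean bacterial control, above a set limit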;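 note: capsule biogenesis inhibitors block K1F phage lysis so surviving cells raise fluorescence; higher fluorescence means more inhibition of phage lysis; actives were called in the ten point dose series up to 300 µM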
NTR1 ag – NTR1-driven beta-arrestin-GFP spot formation – imaging, U2OS cells, high content, primary screen (AID 493036) | actives 0.17% (n = 330,000) | agonist mode | P30989 | activation, % at 20 µM;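 active = activation at or above 40% of the spot to cytoplasm intensity ratio, with at least 20 cells analyzed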;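 note: 0% = DMSO without peptide and 100% = 100 nM NTR1 peptide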
Target sequence (P30989 whole entry, looked up): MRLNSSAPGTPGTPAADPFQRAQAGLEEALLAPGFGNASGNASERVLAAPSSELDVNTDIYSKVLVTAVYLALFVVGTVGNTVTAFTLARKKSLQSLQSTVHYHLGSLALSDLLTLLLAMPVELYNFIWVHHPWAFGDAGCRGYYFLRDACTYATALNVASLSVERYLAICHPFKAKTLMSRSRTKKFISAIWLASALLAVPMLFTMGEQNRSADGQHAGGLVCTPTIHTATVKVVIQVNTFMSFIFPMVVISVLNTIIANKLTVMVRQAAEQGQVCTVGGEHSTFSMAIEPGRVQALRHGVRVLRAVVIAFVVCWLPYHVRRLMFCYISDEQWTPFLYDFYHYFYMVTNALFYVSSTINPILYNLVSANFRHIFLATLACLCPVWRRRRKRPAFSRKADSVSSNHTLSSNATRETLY
NS5 inhibitors – flavivirus cap methylation enzyme inhibition – biochemical, confirmation dose response, primary screen (AID 588689); Dengue-2 NS5 methyltransferase capping enzyme assay, biochemical; higher % means a stronger effect; inhibition, % at 25 µM, or IC50 in µM where a hit was titrated; actives 0.3% (n = 340,000); in the data active = a potency from the dose series
Autophagy mod – alters autophagy in cells | calls only at 10 µM (by protocol) | AID 463193 | actives 0.98% (n = 190,000) | MEF GFP-LC3 puncta imaging; test concentration mostly 10 µM;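 active = percentage of spot-positive cells more than 3 SD above its plate mean, without a fluorescence outlier flag or 80% toxicity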;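 note: spot-positive cell cutoff set from DMSO-treated cells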
RSV CPE inhibition – inhibition of RSV-induced cytopathic effect – HEp-2 cells, primary 10 µM value included (AID 2391); HEp-2 cells, RSV-induced CPE inhibition; higher % means a stronger effect; one-dose CPE inhibition, % at 10 µM; IC50 in µM for titrated hits; actives 0.13% (n = 310,000); in the data active = a potency from the dose series; note: strong numbers were not always called active
AID2073 – disruptors of CaV2.2 binding to Mint1 – biochemical, HTRF (AID 2073). HTRF protein-protein interaction, Mint1-CaV2.2; higher % means a stronger effect. inhibition, % at 20 µM; hits with a dose series show IC50 in µM. actives 0.19% (n = 290,000); in the data active = inhibition mostly above about 51%, no sharp cut-off; note: some results filed as inactive read as strong as hits
WT yeast gro inh mutant strain – second read-out of WT yeast gro inh, no call of its own (marks repeat the call); inhibition, %; mitochondrial fusion phenotypic screen, mutant strain inhibition
Autophagy mod cell loss 18 h – further read-out of Autophagy mod, marked with its call; toxicity, %; measured here: cell loss, nuclei count;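 cell loss after 18 h compound exposure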
NTR1 ag cell count 20 µM – recorded beside NTR1 ag, whose call it bears; cell count; measured here: cell count, cytotoxicity flag
NS5 inhibitors pilot replicate – further read-out of NS5 inhibitors, marked with its call; inhibition, %; measured here: pilot screen replicate inhibition
An asterisk follows results filed as active; i = inactive; x = not tested or not shown; [ ] = another dose, or the depositor's remark.

SMILES	WT yeast gro inh	WT yeast gro inh mutant strain	GPR35 antagonists	LYP inhibition	K1F lysis inhibition	NTR1 ag	NTR1 ag cell count 20 µM	NS5 inhibitors	Autophagy mod	Autophagy mod cell loss 18 h	RSV CPE inhibition	AID2073	others
Cc1c(CNCC(C)c2ccccc2)c(C(=O)O)c(C)n1Cc1ccccc1 (stereo not given)	8	7	-18%	-4%	-0.3%	-0.8	46	5%	i	5	1.3%	-12%
CCCc1[nH]nc2c1C(c1ccccc1OC)C(C#N)=C(N)O2 (stereo not given)	2	-3	0%	5%	-0.3%	-0.9	85	-3%	i	24	2.0%	4%
Cc1occc1C(=O)NNC(=O)C(c1ccccc1)c1ccccc1	10	9	5%	-8%	0.1%	-0.4	65	-10%	i	6	-1.1%	10%
N#CC1=C(SCc2ccccc2)NC(=O)C(C#N)C12CCCC2 (stereo not given)	1	-28	4%	4%	0.4%	-0.8	57	-1%	i	-15	0.8%	-2%
c1ccc(CCN2CN=C(Nc3nc4ccccc4o3)NC2)cc1	3	5	-4%	-8%	0.9%	2.0	66	-4%	i	-12	-1.8%	29%
CC1(C)NC(=O)N(CC(O)CN(c2ccccc2)S(=O)(=O)c2ccccc2)C1=O (stereo not given)	x	x	14%	-2%	0.1%	-1.2	36	2%	x	x	2.0%	11%
O=c1c2[nH]cnc2n(-c2ccccc2)c(=O)n1Cc1ccccc1	x	x	-5%	3%	0.1%	-1.4	91	3%	x	x	2.9%	2%
COc1cccc(-c2cc(C(=O)O)no2)c1	3	2	-6%	-8%	2.6%	-0.3	55	-2%	i	7	1.7%	1%
NCCCC[C@H]1CNC(=O)C(=O)N1CCc1cccc2ccccc12	x	x	7%	-3%	2.6%	-4.7	88	1%	x	x	0.6%	22%
O=C(Nc1ccn(Cc2ccccc2)n1)c1ccc2c(c1)OCO2	11	5	-26%	-3%	-0.1%	-0.4	91	-3%	i	12	1.5%	-1%
CC(C)c1ccc(C2NC(=O)c3ccccc3O2)cc1 (stereo not given)	x	x	10%	-6%	0.5%	2.2	61	-11%	x	x	2.5%	2%
COc1ccc(CCNC(=S)N2CCC(C(N)=O)CC2)cc1	x	x	-11%	0%	0.5%	1.2	59	3%	x	x	2.3%	-20%

For reference, part of the list above:
SMILES	WT yeast gro inh	WT yeast gro inh mutant strain	GPR35 antagonists	LYP inhibition	K1F lysis inhibition	NTR1 ag	NTR1 ag cell count 20 µM	NS5 inhibitors	Autophagy mod	Autophagy mod cell loss 18 h	RSV CPE inhibition	AID2073	others
NCCCC[C@H]1CNC(=O)C(=O)N1CCc1cccc2ccccc12	x	x	7%	-3%	2.6%	-4.7	88	1%	x	x	0.6%	22%
O=C(Nc1ccn(Cc2ccccc2)n1)c1ccc2c(c1)OCO2	11	5	-26%	-3%	-0.1%	-0.4	91	-3%	i	12	1.5%	-1%
CC(C)c1ccc(C2NC(=O)c3ccccc3O2)cc1 (stereo not given)	x	x	10%	-6%	0.5%	2.2	61	-11%	x	x	2.5%	2%
COc1ccc(CCNC(=S)N2CCC(C(N)=O)CC2)cc1	x	x	-11%	0%	0.5%	1.2	59	3%	x	x	2.3%	-20%

The list continues:
SMILES	WT yeast gro inh	WT yeast gro inh mutant strain	GPR35 antagonists	LYP inhibition	K1F lysis inhibition	NTR1 ag	NTR1 ag cell count 20 µM	NS5 inhibitors	Autophagy mod	Autophagy mod cell loss 18 h	RSV CPE inhibition	AID2073	others
Cc1ccc(-c2cc(C(F)(F)F)n3nc(C(=O)N4CCN5CCCC5C4)cc3n2)cc1 (stereo not given)	x	x	9%	-2%	0.3%	2.2	46	0%	x	x	7.9%	7%
O=[N+]([O-])c1cccc(COc2ncnc3cc([N+](=O)[O-])ccc23)c1	x	x	12%	-8%	0.0%	0.2	52	2%	x	x	4.5%	16%
CN1CC(=O)N(CC(=O)Nc2cccc(S(=O)(=O)N3CCOCC3)c2)C1=O	5	8	14%	-6%	1.0%	1.1	94	2%	i	12	-1.1%	5%
COc1cc(NC(=S)Nc2ccc(N(C)C(C)=O)cc2)cc(OC)c1	-5	-3	-6%	-4%	0.1%	1.5	49	9%	i	31	-0.2%	-6%
COCCNC(=O)CN1CCN(S(=O)(=O)c2ccc3c(c2)CCCC3)CC1	x	x	x	x	0.8%[50 µM]	-1.9	51	-5%	x	x	2.0%	x
CCOc1ccccc1OCCCOc1ccc(C)cc1Cl	9	1	6%	2%	0.4%	1.5	59	-7%	i	-6	1.8%	-11%
Cc1nn(C)c(Cl)c1CN1CCCC(CO)(Cc2ccccc2)C1 (stereo not given)	1	4	-1%	-2%	0.1%	3.3	47	-13%	i	9	63%	5%
CCn1ncc(CN2CCN(Cc3ccc(OC)c(C)c3C)C(CCO)C2)c1C (stereo not given)	-4	-4	-5%	-9%	-0.3%	-0.5	90	x	i	11	-2.2%	-9%
O=C(c1ccc2c3c(cccc13)CC2)C1CCCN(C(=O)c2cc[n+]([O-])cc2)C1 (stereo not given)	4	-5	5%	-7%	0.3%	-1.9	95	-1%	i	-5	2.7%	16%
Cc1cc(C)c(S(=O)(=O)Nc2cccc(S(=O)(=O)NC3=NCCC3)c2)c(C)c1	-21	-6	11%	-1%	-0.2%	2.0	36	-6%	i	3	8.6%	-13%
Cc1cc(Cl)ccc1NC(=O)CN(C)C1=NS(=O)(=O)c2ccccc21	x	x	x	x	0.3%[50 µM]	-0.5	50	-6%	x	x	2.1%	x
O=C(CN(c1ccccc1)S(=O)(=O)c1ccccc1[N+](=O)[O-])N1CCCC1	x	x	-3%	-12%	0.1%	0.8	64	-9%	x	x	1.9%	-1%
O=C(N=C1SC2CS(=O)(=O)CC2N1c1ccccc1F)C1CCCCC1 (stereo not given)	x	x	0%	-3%	-0.1%	0.3	65	-9%	x	x	3.5%	12%
C=CCOc1cccc(/C=N/NC(=O)CN(c2cc(Cl)ccc2OC)S(=O)(=O)c2ccc(C)c([N+](=O)[O-])c2)c1	-13	20	2%	4%	0.6%[50 µM]	3.3	69	1%	i	20	2.9%	6%
O=C(Nc1ccc(S(=O)(=O)N2CCOCC2)cc1)c1ccc([N+](=O)[O-])cc1Cl	x	x	-12%	-3%	0.4%	0.3	62	-3%	x	x	8.9%	-1%
CCCOc1ccc(C(=O)NNC(=O)CCNC(=O)c2ccco2)cc1OC	x	x	x	x	0.8%[50 µM]	4.5	53	-8%	x	x	0.4%	x
C=CCOc1c(Cl)cc(CNCCC)cc1Cl	-1	1	0%	-2%	0.5%	-3.3	42	4%	i	-2	-2.6%	4%	NS5 inhibitors pilot replicate=-0.9
C=CCn1c2[n+](c3ccccc3c1=O)CCCCC2	-9	13	1%	-4%	-0.2%	0.0	45	-3%	i	11	0.3%	7%
CCCN(CC(=O)Nc1ccccc1OC)C(=O)CN1C(=O)NC2(CCCCC2)C1=O	x	x	x	x	-0.1%[50 µM]	1.1	53	-11%	x	x	1.0%	x
COc1ccc([C@H]2CC(=O)C=C(c3cc(C=O)ccc3OC)C2)cc1	x	x	x	x	-2.4%	1.1	60	-1%	x	x	0.3%	x
CC(C)C[C@H]1CN=C(N(C)C)N1CC1CCCCCC1	x	x	x	x	9.5%	-2.5	91	2%	x	x	1.7%	x
O=C(CCN1C(=O)/C(=C/c2ccccc2Cl)SC1=S)Nc1cccnc1	x	x	-1%	-2%	0.1%	15	82	-4%	x	x	6.7%	5%
Cc1ccc(S(=O)(=O)NCCC(=O)N2CCN(Cc3ccccc3)CC2)cc1	-9	-2	-13%	-2%	0.3%	1.4	51	-6%	i	-2	-0.4%	2%
Cc1noc(C)c1S(=O)(=O)Nc1cc(C(F)(F)F)ccc1N1CCOCC1	x	x	2%	-1%	3.1%	-0.1	56	-2%	x	x	2.0%	2%
CCOC(=O)c1sc(NC(=O)Cc2ccccc2OC)nc1C	x	x	9%	-5%	0.0%	1.0	65	3%	x	x	4.2%	-5%	NS5 inhibitors pilot replicate=-3.1
CC(SCc1ccc(C(=O)O)o1)c1ccc(C(=O)O)o1 (stereo not given)	x	x	10%	-6%	0.2%	0.7	83	-1%	x	x	0.5%	3%
Cc1onc(-c2c(Cl)cccc2Cl)c1C(=O)N1CCN(Cc2ccccc2)CC1	x	x	-11%	-4%	0.1%	1.2	47	7%	x	x	0.1%	3%
COCCNC(=O)c1ccc(NS(=O)(=O)c2ccc3[nH]c(=O)[nH]c3c2)cc1	x	x	17%	-1%	0.5%[50 µM]	-0.2	57	4%	x	x	1.9%	27%
CCN(CC)CCCn1c(=S)[nH]c2ccccc2c1=O	3	-2	11%	-7%	0.0%	-1.5	84	-5%	i	-11	0.1%	-9%
C[N+](C)(C)CCNC(=O)c1cc[n+](Cc2ccccc2)c(/C=N/O)c1	x	x	-2%	-8%	0.5%	-0.2	66	-4%	x	x	1.1%	11%
Cc1nnc(NC(=O)c2cc(-c3ccncc3)nc3c(C)cccc23)s1	x	x	6%	-5%	0.1%	1.4	58	6%	x	x	3.7%	29%
O=C(c1ccccc1)c1ncc(C(F)(F)F)cc1Cl	-9	1	-11%	-3%	4.1%	-1.0	44	-16%	i	24	1.9%	0%
COc1ccc(NS(=O)(=O)c2cc(NC(=O)c3cccnc3Cl)ccc2N2CCCC2)cc1	x	x	4%	0%	0.4%	-0.7	55	-2%	x	x	2.4%	8%
CC(C)(C)c1nnc(NC(=O)c2cccs2)s1	25	9	-3%	-5%	-0.9%	0.1	42	-12%	i	5	-0.1%	6%
C=CCN(c1ccc(C(=O)OC)cc1)S(=O)(=O)c1ccccc1	-2	-30	0%	-6%	0.2%	-1.4	84	-4%	i	-1	1.8%	1%
CCOc1cc(C(=O)Nc2ccc([N+](=O)[O-])cn2)cc(OCC)c1OCC	-2	-3	-2%	1%	-0.1%[50 µM]	-0.2	22	-8%	i	-4	0.4%	-1%
CC(=O)c1cccc(NC(=O)Cn2cnc(S(=O)(=O)N3CCCCC3)c2)c1	x	x	10%	-4%	0.7%	-1.0	58	-9%	x	x	0.9%	4%
O=c1c2ccccc2nc2c3ccccc3c(NCc3ccccn3)nn12	8	11	-29%	-13%	0.5%	2.5	67	2%	i	16	12%	48%
Nc1ccccc1SCc1ccccc1	-15	4	-10%	1%	0.0%	-0.3	46	-11%	i	-1	2.2%	-13%
CCN(CC)C(=O)C1=C(C)Nc2ncnn2C1c1cccnc1 (stereo not given)	-1	-12	3%	-3%	0.3%	-0.5	86	-4%	i	3	1.2%	-6%
COc1ccccc1N1CCN(C(=O)CCNS(=O)(=O)c2ccc3c(c2)CCC(=O)N3)CC1	-1	-16	-7%	4%	0.1%	1.7	87	-3%	i	5	-0.6%	8%	NS5 inhibitors pilot replicate=-3.0
O=C(COc1ccc(S(=O)(=O)N2CCCCC2)cc1)N1CCCCCC1	-4	1	9%	-7%	0.2%	1.0	60	1%	i	2	1.5%	-1%
CCN(C(=O)C(=O)c1c[nH]c2ccccc12)c1ccccc1	x	x	0%	-7%	0.2%	1.7	50	-3%	x	x	1.8%	-1%	NS5 inhibitors pilot replicate=-4.3
Cc1ccc(C)c(/C(O)=C2\C(=O)C(=O)N(CCCn3ccnc3)C2c2cccnc2)c1 (stereo not given)	-15	-2	3%	-5%	0.6%	-0.7	50	2%	i	-3	-1.3%	16%
